Assay outcomes as filed in PubChem.
m5-HT2A agonist = activates the mouse 5-HT2A serotonin receptor; P35363; activation, % at 7.6 µM; CHO-K1 mHTR2A beta-arrestin complementation, luminescence; percent of 30 µM serotonin response; actives 0.66% (n = 360,000);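 active means activation above a run cutoff, the mean activation of all tested compounds plus 3 SD, cut at about 14% in these data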;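 further: 0% = plate median of compound wells and 100% = 30 µM serotonin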
Target sequence (P35363 whole entry, looked up): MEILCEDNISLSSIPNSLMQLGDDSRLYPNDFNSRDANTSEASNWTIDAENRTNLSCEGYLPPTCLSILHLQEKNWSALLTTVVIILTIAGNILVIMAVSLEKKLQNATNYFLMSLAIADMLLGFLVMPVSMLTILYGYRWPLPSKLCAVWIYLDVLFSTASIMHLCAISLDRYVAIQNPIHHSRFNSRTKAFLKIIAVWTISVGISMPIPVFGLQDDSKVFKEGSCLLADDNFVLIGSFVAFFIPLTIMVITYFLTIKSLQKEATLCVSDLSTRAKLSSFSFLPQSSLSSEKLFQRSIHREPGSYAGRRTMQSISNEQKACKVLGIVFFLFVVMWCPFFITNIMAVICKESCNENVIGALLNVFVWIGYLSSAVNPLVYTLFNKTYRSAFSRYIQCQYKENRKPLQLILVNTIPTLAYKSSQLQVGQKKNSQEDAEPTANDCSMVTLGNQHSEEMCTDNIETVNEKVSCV
Glyco luc inh = N-linked glycosylation inhibition; actives 0.23% (n = 360,000); D54 ERlucT glycosylation luciferase reporter, 24 h; percent of 100 nM tunicamycin response; reporter increase, % at 12.5 µM;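 active means mean luciferase reporter signal, scaled so untreated is 0 and the glycosylation-blocking control 100, at or above a set limit in every replicate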;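 further: luciferase carries N-glycosylation sites so blocking glycosylation raises the light; 0% = median of neutral control wells and 100% = median of 100 nM tunicamycin wells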
hiPSC survival = enhancers of human iPSC single-cell survival | hiPSC single-cell survival, ATPlite luminescence; 100% = ROCK inhibitor wells, 0% = DMSO | survival enhancement, % at 20 µM | actives 0.044% (n = 360,000) | AID 602274; in the data active means survival enhancement above about 18%;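 further: cells exposed to compounds for 16 hours before the ATP read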
ABCB6 inh MLPCN = human ABCB6 transporter inhibition. Q9NP58. K562-ABCB6 porphyrin accumulation, flow cytometry, 1 h; active compounds read low. fluorescence ratio to DMSO, % at 10 µM. actives 0.19% (n = 360,000). AID 602162;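 active means fluorescence ratio to DMSO below 75%, the collection mean minus 3 SD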;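 further: signal is porphyrin accumulated inside mitochondria; 100% equals median channel fluorescence of DMSO control wells; lower ratio means ABCB6 inhibition with less porphyrin fluorescence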
ABHD5-PLIN5 inh = blocks binding of human ABHD5 to perilipin-5; Q00G26+Q8WTS1; Split G. princeps luciferase complementation, luminescence, 4 h; inhibition, % at 4 µM; actives 0.78% (n = 360,000);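 active means inhibition above the mean inhibition across every tested compound plus 3 SD, cut at about 22% in these data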;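 further: 0% = DMSO only wells and the 100% control is not disclosed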
Granule exo inh = blocks lytic granule exocytosis; actives 0.66% (n = 360,000); inhibition, % at 10 µM; AID 651702; TALL-104 LAMP-1 surface exposure, flow cytometry; cells stimulated with thapsigargin and PMA;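 active means inhibition above about 55%, limit read from the data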
MC4R antagonist = human MC4R antagonism in cAMP assay. MC4R-expressing cells, MTII-stimulated cAMP, LANCE TR-FRET. P32245. inhibition, % at 6.5 µM. actives 0.48% (n = 360,000);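 active means inhibition above its plate's cutoff, the mean of tested wells on that plate plus 3 SD, cut at about 29% in these data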;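 further: 0% = Melanotan II alone and 100% = Melanotan II plus saturating MCL0020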
Target sequence (P32245 whole entry, looked up): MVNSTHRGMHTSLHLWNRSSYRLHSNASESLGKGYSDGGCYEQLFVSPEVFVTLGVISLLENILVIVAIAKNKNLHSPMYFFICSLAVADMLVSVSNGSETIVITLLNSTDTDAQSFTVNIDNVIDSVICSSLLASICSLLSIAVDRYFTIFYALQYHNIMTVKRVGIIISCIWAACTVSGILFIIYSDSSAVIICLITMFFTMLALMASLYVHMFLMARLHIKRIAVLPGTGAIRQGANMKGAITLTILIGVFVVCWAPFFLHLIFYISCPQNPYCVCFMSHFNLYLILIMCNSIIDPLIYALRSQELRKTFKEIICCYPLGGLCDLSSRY
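Material: human MC4R-expressing U2OS cells. Probe or stimulus: Melanotan II challenge. Dosing: 6.5 µM single dose. Times: 30-min compound, 1-h challenge, 1-h detection, room temperature. Technique: TR-FRET with Eu-cAMP and labeled anti-cAMP, 671 nm. Replication: singlicate.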
aDG glyco act = alpha-DG glycosylation activation; actives 0.22% (n = 360,000); activation, % at 10 µM; Pro5-aDG cells, alpha-DG glycosylation AlphaScreen (IIH6); 0% Pro5, 100% B10-LARGE cell signal; AID 624168;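 active means activation of at least 8% versus controls, or a plate z-score of at least 8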;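 further: Pro5 are CHO cells carrying HIG-tagged alpha-DG that lacks glycosylation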
MC4R ag barr = activates human MC4R beta-arrestin recruitment. P32245. U2OS MC4R beta-arrestin complementation, luminescence; percent of melanotan II response, DMSO zero. activation, % at 8.9 µM. actives 0.98% (n = 360,000). AID 540308;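 active means activation above a per-plate cutoff, the mean activation of sample wells on that plate plus 3 SD, cut at about 8% in these data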
Cardio protect = protects H9c2 cardiomyocytes from peroxide injury. actives 0.63% (n = 360,000). protection from H2O2 cell death, % at 20 µM. H2O2 injury protection, ATPLite, 2 h. AID 588492;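 active means compounds giving at least 50% protection of heart cells from peroxide-induced death in the single-dose screen, raw or plate-pattern-corrected value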;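 further: 0% = DMSO wells with peroxide and 100% = DMSO wells without peroxide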
Starred values were filed as active, the others as inactive; . = no result given.

SMILES	m5-HT2A agonist	Glyco luc inh	hiPSC survival	ABCB6 inh MLPCN	ABHD5-PLIN5 inh	Granule exo inh	MC4R antagonist	aDG glyco act	MC4R ag barr	Cardio protect
O=C(NC1CCCCC1)C(CCc1ccccc1)N1CCc2ccccc2C1 (stereo not drawn)	-4.5	0.1	-1.6	98.0	-6.5	-2.3	.	-0.1	.	-3.6
CCOc1ccc(S(=O)(=O)NCCC(=O)NCC(c2cccs2)N(C)C)cc1 (stereo not drawn)	5.9	1.6	4.8	97.0	1.1	-6.8	-0.3	-0.1	-1.0	1.2
Cc1cc(C)c(C)c(S(=O)(=O)N2CCC(C(=O)N3CCN(c4ccc(F)cc4)CC3)CC2)c1C	-3.8	-4.4	-3.8	93.0	9.3	-3.0	8.4	0.4	0.1	-8.9
Cn1c(=O)[nH]c(=O)c2c1nc(SCC(N)=O)n2Cc1cccc(Br)c1	1.9	26.6*	-0.2	99.0	-2.9	-5.7	-13.4	-0.1	-1.7	3.1
OC1(c2nc3ccccc3[nH]2)CCCCC1	-0.4	0.7	2.6	94.0	-4.4	42.8	6.4	0.0	-0.8	2.9
O=C(Nc1ccc(F)cc1)c1nc(S(=O)(=O)Cc2ccccc2)ncc1Cl	-2.3	-9.5	2.6	46.0*	60.1*	78.5*	7.7	-0.3	-4.1	-11.7
O=c1[nH]nc(SCCS(=O)(=O)c2ccc(F)cc2)n1-c1ccc2c(c1)OCCO2	0.5	-4.4	-0.2	92.0	-3.5	-2.1	12.1	0.0	-1.9	1.2
CCN1CN(CCc2ccccc2)CNC1=S	4.7	0.2	0.6	105.0	0.6	0.3	-2.1	0.0	-1.9	-2.8
COCCN(C(=O)c1ccc(-c2ccc([N+](=O)[O-])cc2)o1)c1c(N)n(CC(C)C)c(=O)[nH]c1=O	0.2	-0.4	-0.4	104.0	-12.8	-1.9	0.7	-0.2	-2.3	7.7
Cc1nnc(SCC(=O)N2CCOCC2)c2ccccc12	-2.6	-0.7	0.2	91.0	-6.3	-1.2	-3.4	-0.1	1.2	18.9
Cc1ccc(C)c2[nH]c(=O)c(C(c3nnnn3Cc3ccccc3)N3CCc4ccccc4C3)cc12 (stereo not drawn)	-1.4	3.0	-1.8	131.0	-11.7	-0.2	-1.2	-0.1	0.8	26.4
Cc1ccc(NC(=O)CCNS(=O)(=O)c2ccc3c(c2)CCC(=O)N3)cc1	2.0	2.9	-0.7	105.0	-2.4	11.9	1.1	-0.1	-1.0	-0.3
O=C(Oc1ccc(-c2cn3c(n2)SCC3)cc1)c1ccccc1	-2.8	1.9	0.2	106.0	-12.3	5.0	-4.3	0.1	0.5	-10.6
Cc1cc(C)nc(CCNC(=O)CC2C(=O)NCCN2Cc2ccc(F)cc2Cl)n1 (stereo not drawn)	-1.1	1.3	-0.3	97.0	2.6	-1.7	6.6	-0.1	-3.4	-1.7
Cc1cccc(N(CC(=O)NC2CCCCC2)C(=O)c2csnn2)c1	-6.1	-1.4	-0.7	100.0	-4.1	-4.3	7.3	0.2	-1.5	0.5
Cc1ccc(N=C2SCCCN2C(=O)c2cccc(N3C(=O)CCC3=O)c2)cc1Cl	-2.4	1.7	0.1	97.0	-7.4	-4.8	-0.7	0.2	-3.2	10.7
COc1ccc(CCN2CC(C(=O)NCc3ccon3)CCC2=O)cc1 (stereo not drawn)	2.8	2.2	2.0	95.0	-2.0	-3.4	-3.1	-0.5	-1.1	8.7
Fc1ccc2cnc(-c3ccccc3F)cc2c1	-4.0	-0.5	-3.2	105.0	8.8	0.0	-1.5	0.0	0.2	-2.9
Cc1ccccc1C(=O)N1CCC(C(=O)N(C)CC(=O)Nc2cccc(F)c2)CC1	1.1	-1.4	0.0	98.0	-0.8	6.4	1.9	-0.4	-0.5	0.5
Cc1cc(C)cc(C(=O)NC(=S)Nc2ccc(Cc3ccncc3)cc2)c1	-6.6	9.0	-2.5	98.0	4.9	0.7	-1.6	-0.1	-1.6	-7.9
CC(C)(C)CC(=O)N1CCN(c2ccc(S(=O)(=O)N3CCOCC3)cc2[N+](=O)[O-])CC1	-4.6	-0.2	-0.4	99.0	5.0	0.5	2.6	0.6	0.2	6.4
O=C(Nc1ccc(OC(F)F)cc1)c1cc(S(=O)(=O)N2CCOCC2)ccc1F	-3.4	-1.6	-0.5	99.0	1.1	1.7	21.3	0.5	-1.1	-2.3
Cc1ccccc1N(CC(=O)N1CCN(Cc2ccccc2)CC1)S(C)(=O)=O	-3.3	2.8	-0.8	100.0	-1.4	-1.8	7.1	-0.1	-1.0	-1.2
CCCOc1ccc(NC(=O)C2CC(=O)N(C(C)C)C2)cc1 (stereo not drawn)	-1.3	3.0	0.0	100.0	0.7	-1.1	4.2	0.0	-1.3	0.1
Cc1nn(-c2ccc(Cl)cc2)c2[nH]c(CCl)cc(=O)c12	-8.2	-1.2	-0.3	100.0	9.8	-5.0	17.0	-0.1	2.9	-4.2
CCOc1ccccc1N(CC(=O)NC1CCCCC1)S(=O)(=O)c1ccccc1	6.6	-3.1	-0.2	100.0	1.8	70.0*	-1.6	0.1	2.5	-1.2
O=C1CNC(=S)N1Cc1ccc(Cl)cc1	3.9	0.3	-0.4	97.0	-6.2	-1.0	2.7	0.0	-0.1	-3.3
CNC(=O)CN1C(=O)NC2(CCc3ccccc3C2)C1=O (stereo not drawn)	2.0	3.1	-0.9	97.0	1.8	-0.4	-1.5	-0.2	-0.3	2.6
CCOc1ccccc1N1CC(C(=O)Nc2ccc(C(=O)O)cc2)CC1=O (stereo not drawn)	-1.7	-0.2	0.0	103.0	2.3	17.6	-4.6	0.0	-1.9	-1.2
CC(C)C[C@H]1CN(CCCC[C@@H]2CNC(=O)C(=O)N2CCc2ccccc2)C(=O)C(=O)N1Cc1ccccc1	-0.5	.	0.5	93.0	-0.2	-4.2	.	0.1	.	.
Cc1nc2nc(C(F)(F)F)[nH]c2nc1C	10.2	-0.3	-1.5	96.0	2.5	2.5	3.9	-0.1	1.1	3.9
CC1(C)CC(=O)C(/C=N/n2cnc3ccccc3c2=O)=C(O)C1	0.5	0.3	-1.4	94.0	4.0	-0.2	-2.5	0.1	-0.1	6.4
CCOc1ccc2c(c1)C(N(CCN1CCOCC1)C(=O)Nc1ccccc1)CC(C)(C)O2 (stereo not drawn)	0.0	-1.5	-0.3	98.0	-0.7	-3.6	4.2	0.1	-1.1	13.6
Cn1c(C(=O)NC2CCCCC2)cc2c(=O)n3ccccc3nc21	8.9	6.9	-0.2	100.0	2.2	-5.6	-1.6	0.1	-0.1	1.7
CC(=O)Nc1ccc(S(=O)(=O)NC(C)C(=O)OCCOc2ccc(F)cc2)cc1 (stereo not drawn)	-3.7	1.7	-0.2	99.0	4.8	-1.0	6.2	0.0	-4.5	5.7
C#CCOCCOCCOCCNc1nc(N2CCN(C(=O)Cn3cc(CCCN=C(N)N)nn3)CC2)nc(N2CCN(C(=O)[C@H](C(C)C)n3cc(CCO)nn3)CC2)n1	1.3	0.1	-1.0	104.0	8.7	5.2	12.3	-0.2	-2.3	4.3
CCOC(=O)Cc1csc(NC(=O)NC2(C(F)(F)F)Oc3cc(Cl)c(Cl)cc3O2)n1	-3.0	-7.0	-0.8	96.0	-1.3	0.4	2.9	0.4	-2.2	56.7*
O=C(C1CC1)N1CCc2cc(Br)cc(S(=O)(=O)NCc3ccco3)c21	1.7	0.0	-1.7	98.0	1.1	-2.6	7.4	-0.2	-3.0	11.7
CC(=O)NC1(NC(C)=O)CCN(C)CC1	8.9	2.3	-0.6	95.0	1.3	-0.3	6.6	-0.4	-1.0	1.1
O=C(CCCC(=O)OCC(Cl)=C(Cl)Cl)Nc1ccc(F)cc1	-4.4	3.2	-1.2	105.0	-10.5	-3.4	9.7	-0.3	1.2	13.2
C#Cc1ccc([C@H]2C=C(C(=O)N3CCOCC3)O[C@@H](OCC)[C@@H]2CCCO)cc1	8.6	3.1	3.3	95.0	-2.7	-7.4	1.4	0.1	-1.2	11.1
COc1ccc(-c2oc3ncn4nc(Cc5ccccc5)nc4c3c2-c2ccc(OC)cc2)cc1	2.5	-4.3	1.5	92.0	-3.2	-6.9	-1.3	-0.2	-1.1	-2.4
CCOC(=O)C1CCN(c2c(NCc3ccc(C(=O)NC4CCCC4)cc3)c(=O)c2=O)CC1	-5.5	1.4	-0.7	109.0	-4.2	-3.8	-3.0	-0.3	0.5	-5.8
COc1cccc(C(=O)Nc2cc(C(=O)NCCc3ccccc3)ccc2Cl)c1	-6.0	-0.6	-0.4	95.0	-1.5	0.5	-6.5	0.1	1.3	3.2
COc1cccc(CNC(=O)N2CCN(c3ccccc3Cl)CC2)c1	-5.4	0.2	-0.1	99.0	0.2	22.2	4.2	0.2	-1.5	0.1
CN(C)CCC(=O)N1c2ccccc2Sc2ccc(Cl)cc21	-7.6	-6.1	-1.1	101.0	5.7	4.5	-4.7	0.3	-3.9	-6.5
CCCCC(CC)CNC(=O)CCS(=O)(=O)c1cccc2nonc12 (stereo not drawn)	1.6	-0.9	-2.3	100.0	3.9	-1.0	3.4	-0.2	-2.2	2.0
O=C1CCCN1CCCn1cnc2c([nH]c3ccc(F)cc32)c1=O	2.3	6.0	-1.2	90.0	0.2	-2.8	1.0	-0.2	0.7	-1.8
COc1ccc(/C=C/C(=O)Nc2ccc(C)c(S(=O)(=O)N3CCOCC3)c2)cc1	1.3	-7.8	-1.9	96.0	5.1	3.9	6.1	-0.3	-0.9	-2.6
OC(c1ccc(F)c(F)c1)c1nc(-c2ccc3c(c2)OCO3)cs1 (stereo not drawn)	-4.9	-0.6	0.1	97.0	0.8	-1.4	-9.6	0.0	-2.1	-0.6
(more compounds)
SMILES	m5-HT2A agonist	Glyco luc inh	hiPSC survival	ABCB6 inh MLPCN	ABHD5-PLIN5 inh	Granule exo inh	MC4R antagonist	aDG glyco act	MC4R ag barr	Cardio protect
C=CCn1cc(F)c(=O)n(CC=C)c1=O	-0.4	1.6	2.0	104.0	2.0	-1.7	22.6	-0.1	0.4	5.5
CCc1nnc(NS(=O)(=O)c2ccc(NC(=O)/C=C/C(=O)O)cc2)s1	4.4	1.5	-0.7	102.0	4.0	-4.7	1.6	-0.1	-1.1	-1.8
CCOC(=O)/C=C/C(=O)Nc1nccs1	6.8	-6.7	-1.5	91.0	14.0	-2.5	0.5	0.3	-0.6	4.9
CCCCN(CCCC)/C(N)=N/c1nc(C)cc(C)n1	-0.4	-0.7	-0.1	88.0	-3.5	5.4	21.1	1.0	-1.6	-10.7
C=C1Cn2c(nnc2-c2ccc(Cl)cc2)S1	3.6	-0.8	-0.5	101.0	4.0	4.3	11.1	-0.1	-0.8	-1.4
Cc1cc(Cl)c(S(=O)(=O)N2CCN(c3ccccc3)CC2)cc1OCC(N)=O	-5.6	1.5	-1.5	92.0	-0.8	7.6	-11.5	-0.2	-0.5	-16.1
COC(=O)[C@@H](NC(=O)c1cc(COc2cncc(Cl)c2)on1)c1ccccc1	-2.5	-3.5	-0.4	104.0	-2.5	4.9	9.6	0.3	0.0	2.6
